Bioassay records from PubChem.
ARNT TACC3 PPI = disruptors of ARNT/TACC3 protein interaction, primary screen, biochemical, AlphaScreen, single concentration; AID 623870, 2012; 0.66% of 390,000 active; AlphaScreen His-ARNT PAS-B/GST-TACC3 binding, luminescence; TACC3 fragment carries E629A point mutation; Transforming acidic coiled-coil-containing protein 3 (Homo sapiens), Q9Y6A5; inhibition, % at 9.99 µM;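 active means mean inhibition of replicates at least 50% and at least half of replicates each reaching 50%; inconclusive means half or more replicates reach 50% but mean below 50%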;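 further: 0% = complete ARNT plus TACC3 wells and 100% = ARNT alone without TACC3; many hits fall short of the cut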
GSIS activator = GLuc luminescence reporter in INS-1E cells, primary screen for activators of glucose-dependent secretion of insulin. INS-1E GLuc reporter insulin secretion, 2-3 h. activation, % at 16.6 µM. 0.61% of 370,000 active. AID 743287, 2014;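 active means lowest replicate activation of at least 40%, so every replicate reaches that level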;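 further: 0% = median of neutral control wells and 100% = median of IBMX positive control wells; some compounds called inactive have numbers as strong as hits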
XiGFP reactiv = activators of inactive X chromosome reactivation, primary screen, imaging, XiGFP fibroblasts, GFP high-content imaging, set 2. XiGFP mouse fibroblasts, % GFP-positive cells imaging, 3 d; cells co-treated with 5-aza-dC sensitizer; scaled so ellipticine positive control = 100%. activation, % at 7.58 µM. 0.055% of 360,000 active. AID 743238, 2013;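 active means mean normalized replicate activation at least 10% and every replicate at or above 10%; inconclusive means only one of the two criteria met; inactive means mean below 10% and not all replicates reach 10%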;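 further: 0% = median of on-plate neutral control wells and 100% = ellipticine 6 µM median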
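Assay system – SV40-immortalized XiGFP fibroblast cells, line 68-5-11 · Buffer or medium – DMEM supplemented with 5-aza-dC as sensitizing agent · Dosing – one concentration, pinned · Benchmarks – positive control ellipticine, 6 µM final · Times – 3 days compound exposure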
esBAF inh = Bmi1 luciferase reporter increase in mESCs, primary screen, esBAF inhibitor project, mouse ES cells, Bmi1 luciferase knock-in, single point. 24 h; 100% = twice the neutral-well signal. reporter increase, % at 12.5 µM. 2% of 350,000 active; in the data active means activation above about 40%; inconclusive means no clear call, values can overlap the other calls;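 further: 0% = median of the plate's neutral control wells and 100% = double that signal; a rise in the Bmi1 reporter signal indicates esBAF inhibition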
RAD52 anneal inh = RAD52 DNA annealing inhibitors, primary screen, biochemical, FRET, single point, set 2. DNA repair protein RAD52 homolog (Homo sapiens), P43351. recombinant RAD52 DNA annealing, FRET fluorescence. inhibition, % at 18.7 µM. 0.46% of 360,000 active. AID 651710, 2012;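 active means every replicate showing at least 50% inhibition; inconclusive means mean inhibition at least 50% but not in every replicate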
Target sequence (P43351 whole entry, looked up): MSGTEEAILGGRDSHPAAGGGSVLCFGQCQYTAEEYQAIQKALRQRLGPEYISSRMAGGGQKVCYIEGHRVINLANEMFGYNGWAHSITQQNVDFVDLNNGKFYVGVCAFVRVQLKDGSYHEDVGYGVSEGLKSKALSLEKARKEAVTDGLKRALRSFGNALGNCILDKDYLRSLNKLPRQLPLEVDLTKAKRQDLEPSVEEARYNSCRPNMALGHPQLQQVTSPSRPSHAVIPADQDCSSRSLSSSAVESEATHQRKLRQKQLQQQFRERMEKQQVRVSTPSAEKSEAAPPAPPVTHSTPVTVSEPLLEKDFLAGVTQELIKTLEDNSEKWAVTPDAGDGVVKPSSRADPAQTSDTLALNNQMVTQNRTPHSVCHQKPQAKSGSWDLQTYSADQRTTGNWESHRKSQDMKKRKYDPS
CFTR F508del cor = F508del CFTR correction, initial screen, CFBE line, single point; 0.36% of 350,000 active; activity (quench increase), % at 7.58 µM; AID 720511, 2013; CFBE cells, YFP halide quenching; stimulated with forskolin plus potentiator P3; % fluorescence drop versus neutral controls;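 active means mean added fluorescence quench of at least 8% versus neutral control, with both replicates also reaching 8%; inconclusive means only one of the mean or replicate conditions met; inactive means mean below 8% and not both replicates reaching 8%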;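 further: cells transiently co-express mutant CFTR-F508del with the halide-sensitive YFP; corrector assay measuring rescue of mutant channel to the surface after 24 h compound exposure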
ERAP1 HTS inh = human ERAP1 aminopeptidase inhibitors, primary screen, biochemical, single point, plate reader. Endoplasmic reticulum aminopeptidase 1 (Homo sapiens), Q9NZ08. recombinant ERAP1, Leu-AMC fluorescence, 60 min. inhibition, % at 10.7 µM. 0.15% of 340,000 active;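 active means mean replicate inhibition of at least 30%, or all replicates individually reaching that 30% level; inactive means mean below 30% and not every replicate reaching it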;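 further: 0% = neutral control wells and 100% = L-leucinethiol positive control wells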
RAD54 inh = inhibitors of human RAD54 branch migration, primary screen, biochemical, fluorescence, single point; DNA repair and recombination protein RAD54-like (Homo sapiens), Q92698; RAD54 Holliday junction branch migration, FAM/BHQ fluorescence; inhibition, % at 10.4 µM; 0.14% of 360,000 active; AID 602329, 2012;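 active means mean normalized replicate activity at least 40 and at least half of replicates scoring 40 or more; inconclusive means only one of the two criteria met; inactive means mean below 40 and under half of replicates reaching 40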;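 further: 0% = median of neutral control wells and 100% = median of positive control wells; inhibitors cause a drop in the FAM fluorescence signal; in these data hits start at about 50%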
* hit, by the source's call; ? = inconclusive; · = not tested or not shown.

SMILES | ARNT TACC3 PPI | GSIS activator | XiGFP reactiv | esBAF inh | RAD52 anneal inh | CFTR F508del cor | ERAP1 HTS inh | RAD54 inh
CNC[C@H]1Oc2ccc(NC(=O)c3ccncc3)cc2C(=O)N([C@@H](C)CO)C[C@H]1C | · | 7.9 | -1.1 | -1.9 | -3.1 | -0.4 | 0.2 | 2.6
COc1ccc(S(=O)(=O)N2CCOCC2)cc1C(=O)Nc1ccc(N2CCCCCC2)cc1 | 20.6 | -14.9 | 0.0 | -11.5 | 3.9 | 1.4 | -2.7 | -3.3
Cc1cc(Cl)c(OCCOCCN2CCCCC2)c(Br)c1 | -4.5 | 12.1 | -0.1 | 10.5 | -5.2 | 4.0 | -1.2 | ·
COc1ccc(/C=C/C(=O)OCC(=O)c2c(N)n(C)c(=O)n(C)c2=O)c(OC)c1 | 4.0 | · | 0.1 | 2.9 | -29.8 | 0.7 | 15.9 | -7.0
CC(C)S(=O)(=O)N1CCN(c2ccnc3cc(Cl)ccc23)CC1 | 1.0 | 21.5 | 0.1 | · | -5.0 | 1.0 | -2.7 | 7.3
Nn1c(SCC(=O)N2CCCCC2)nnc1-c1ccncc1 | -6.3 | 4.1 | · | -2.1 | · | · | · | -4.0
O=C(O)COc1c(-c2ccccc2)oc2ccccc2c1=O | -3.3 | 6.9 | · | -6.9 | · | · | · | -7.0
C[C@@H]1CN([C@H](C)CO)S(=O)(=O)c2ccc(-c3ccccc3)cc2O[C@H]1CN(C)C(=O)C1CC1 | · | -8.8 | 0.2 | -1.3 | · | -1.0 | · | ·
CN(C)C(CNC(=O)c1ccc2nccnc2c1)c1ccco1 (configuration not stated) | -2.6 | 12.8 | 0.1 | ? | -4.8 | -0.8 | 0.7 | 3.3
C[C@@H]1CN([C@@H](C)CO)C(=O)CCCn2cc(nn2)CO[C@@H]1CN(C)C(=O)C1CCCCC1 | · | 5.7 | 0.1 | -3.5 | · | 0.4 | · | ·
O=c1c(Cc2ccccc2)c(O)ccn1CCc1cnc[nH]1 | -5.1 | -0.7 | 0.1 | 7.4 | -2.6 | 1.5 | 13.5 | -2.3
C[C@@H]1CN([C@H](C)CO)C(=O)Cc2cc(NC(=O)CCN3CCOCC3)ccc2O[C@@H]1CN(C)Cc1ccncc1 | 5.2 | -4.3 | -1.3 | -3.4 | -1.8 | -1.0 | 0.0 | 1.2
COC(=O)c1ccc(S(=O)(=O)N2CCN(CCO)CC2)n1C | -11.1 | 7.0 | 0.0 | -7.9 | -10.6 | -1.5 | -2.8 | -10.2
Cc1cc(NC(=O)Cn2cnc3c(nnn3-c3ccc(C)c(Cl)c3)c2=O)no1 | -7.3 | 6.3 | 0.0 | · | -32.2 | 0.8 | -2.3 | ·
O=C(NCC1CCCO1)c1cccc(Br)c1 (configuration not stated) | -1.7 | 42.5 | · | 1.5 | 0.4 | -3.0 | -1.5 | ·
COC(=O)C(=NNc1c(C)n(C)n(-c2ccccc2)c1=O)C(=O)OC | 3.2 | 27.7 | 0.0 | · | · | · | · | -3.0
Cc1ccc(S(=O)(=O)N(C)c2ccc(OC(C)C(=O)N3CCCC3)cc2)cc1C (configuration not stated) | 4.6 | 1.3 | 0.0 | 7.1 | 6.0 | -1.5 | 1.7 | -2.4
C[C@@H]1CN([C@@H](C)CO)C(=O)c2cccc(NS(=O)(=O)c3cn(C)cn3)c2O[C@@H]1CN(C)S(=O)(=O)c1cn(C)cn1 | -8.1 | 11.1 | -0.2 | 5.8 | -8.3 | -1.8 | 1.8 | 1.9
O=C(CNC(=S)N(CCCN1CCOCC1)Cc1cccs1)NC1CC1 | -2.2 | 0.1 | 0.0 | · | · | · | · | -3.2
Cc1ccc2c(c1)N(C(=O)CCC(=O)N1CCC(C(N)=O)CC1)CC(C)O2 (configuration not stated) | 6.3 | · | -0.1 | -8.8 | 14.1 | -0.4 | 2.4 | 0.8
Cc1cc2nnc(SCC(=O)N3CCCCC3)n2c(N)n1 | 17.3 | 7.5 | 0.0 | · | -5.6 | -0.7 | -0.4 | ·
C[C@H](NC(=O)C[C@H]1CC[C@@H](NS(=O)(=O)c2cccc(F)c2)[C@@H](CO)O1)c1ccccc1 | -1.9 | -1.4 | 0.2 | 1.9 | 2.0 | 0.0 | 2.8 | 7.4
O=S(=O)(CCNCc1cccs1)c1ccc(Cl)cc1 | -3.7 | · | 0.0 | · | -73.4 | -1.9 | · | -12.1
Cc1ccc(-n2[nH]c(C)c(/C=N/NC(=O)c3ccc([N+](=O)[O-])cc3)c2=O)c(C)c1 | · | -15.7 | 0.1 | · | -10.9 | -1.1 | -0.7 | ·
CC(C)(C)C(=O)OC/C(N)=N/OC(=O)c1ccc(Cl)cc1 | -18.0 | -3.1 | 0.0 | · | -10.7 | -1.5 | 2.6 | 3.0
COc1ccc(C(C)c2cc3c(cc2OCC(=O)O)OCO3)cc1 (configuration not stated) | · | 13.4 | 0.2 | · | 3.2 | -0.8 | 3.5 | ·
C[C@H]1CN([C@@H](C)CO)S(=O)(=O)c2ccc(C3=CCCCC3)cc2O[C@H]1CN(C)Cc1ccncc1 | 10.2 | 2.5 | -0.9 | 4.0 | 0.2 | 0.3 | 0.4 | -5.9
Nc1nc(SCC(=O)Nc2ccc(Cl)c([N+](=O)[O-])c2)n[nH]1 | · | -7.3 | 0.2 | -11.0 | -11.9 | -0.3 | -2.2 | 6.6
CC(=O)NC1C(Oc2ccc3c(C)cc(=O)oc3c2)OC(COC(C)=O)C(OC(C)=O)C1OC(C)=O (configuration not stated) | -3.4 | -2.5 | 0.0 | · | -8.3 | -0.9 | -0.8 | ·
COc1cc2cc(C(=O)N[C@@H](Cc3ccccc3)C(=O)O)n(C)c2c(OC)c1OC | -8.1 | -2.2 | 0.4 | -4.8 | -20.4 | -1.8 | -0.7 | -5.8
COc1ccc(/C=C(/NC(=O)c2ccccc2)C(=O)NC(Cc2c[nH]c3ccccc23)C(=O)O)cc1 (configuration not stated) | 3.5 | 7.1 | 0.0 | -5.3 | -15.8 | 2.4 | -0.2 | -0.7
CCOC(=O)C1CCN(C(=O)COc2ccc3c(C)cc(=O)oc3c2)CC1 | -1.4 | -0.5 | 0.1 | · | -8.8 | -2.8 | -2.1 | ·
O=C(NC1CCS(=O)(=O)C1)c1cc2c(=O)n3ccccc3nc2n1Cc1ccccc1 (configuration not stated) | · | 9.4 | 0.1 | -8.7 | -18.8 | 3.2 | 6.0 | -4.7
COc1ccc(N2CCN(C(CNC(=O)C(C)C)c3ccc4c(c3)OCO4)CC2)cc1 (configuration not stated) | -9.6 | 7.8 | 0.0 | -0.2 | -15.0 | -3.1 | 5.8 | -2.0
COc1ccc(Nc2nc(NCc3ccco3)nc(N/N=C/c3ccccc3F)n2)cc1 | -4.3 | -2.5 | 0.0 | · | -5.3 | 1.2 | -1.8 | 4.9
C[C@@H]1CN([C@H](C)CO)C(=O)c2c(c3ccccc3n2C)-c2ccccc2CO[C@@H]1CN(C)C(=O)[C@H](Cc1ccccc1)N(C)C | 7.0 | 15.6 | -0.1 | -4.4 | 51.1* | 0.2 | 1.9 | 1.0
C/C=C/c1ccc([C@@H]2[C@H]3CN(S(=O)(=O)c4ccccc4)CCCCN3[C@H]2CO)cc1 | 0.3 | 9.3 | 0.1 | · | -19.5 | 0.1 | -0.9 | 5.6
COc1ccc(C(=O)COC(=O)CCN2C(=O)C3C4CCC(C4)C3C2=O)cc1 (configuration not stated) | · | -30.1 | 0.3 | · | -9.7 | · | -1.9 | ·
COc1ccc(-c2cnc3n2CCCCC3)cc1 | 7.5 | 0.0 | 0.2 | · | -10.9 | 1.4 | · | 4.3
C[C@@H]1CCCCO[C@H](CN(C)S(=O)(=O)c2cccs2)[C@@H](C)CN([C@@H](C)CO)C(=O)c2cc(NC(=O)c3ccncc3)ccc2O1 | 0.7 | -12.1 | 0.0 | -3.2 | -34.8 | 0.4 | 2.9 | -5.8
CCOC(=O)N1CCN(C(=O)c2ccc(OCC)cc2)CC1 | -5.0 | 3.5 | 0.0 | · | -11.3 | -0.9 | -0.4 | ·
COc1ccc(S(=O)(=O)N(C)C[C@H]2Oc3ccc(NC(=O)NC(C)C)cc3C(=O)N([C@H](C)CO)C[C@H]2C)cc1 | · | -6.1 | 0.0 | -3.9 | · | 1.8 | · | ·
COC(=O)CN1CCN(C(=O)c2ccco2)CC1 | -1.7 | -3.0 | -0.1 | -4.3 | -6.6 | 0.4 | 6.3 | 1.4
C[C@@H]1CN([C@@H](C)CO)C(=O)Cc2cc(NC(=O)Nc3ccc(F)cc3)ccc2O[C@H]1CN(C)Cc1ccccc1 | 0.3 | -21.0 | 0.0 | -1.7 | -16.1 | 2.1 | 0.8 | 1.0
COc1ccc2c3c(n(C)c2c1)[C@@H](CO)N(C(=O)C1CC1)CC31CN(C(=O)Nc2cccc(F)c2)C1 | · | -17.9 | 0.1 | · | -2.9 | -3.3 | 0.1 | ·
CC(=O)c1ccc(S(=O)(=O)N(C)CC(=O)NCc2ccco2)cc1 | -4.8 | 9.1 | 0.0 | 18.3 | -6.2 | 2.2 | 2.3 | 12.1
COC(=O)C[C@@H]1C=C[C@H](NC(=O)Nc2ccc(C(F)(F)F)cc2)[C@H](CO)O1 | -0.8 | -8.2 | -0.3 | 1.4 | -1.9 | 1.0 | 0.2 | -0.9
O=C1CSC(=S)N1c1ccc(O)cc1 | 1.2 | -7.7 | 0.4 | -3.4 | -121.3 | 0.1 | · | 7.0
O=C(NCC(=O)N1CC(O)CC1C(=O)N1CC(O)CC1C(=O)OCc1ccccc1)OCc1ccccc1 (configuration not stated) | 3.1 | -9.6 | -0.6 | · | 2.0 | -1.2 | 2.4 | ·
O=[N+]([O-])c1cc(-c2csc(NC(CO)c3nc4ccccc4n3CCOCCO)n2)ccc1Cl (configuration not stated) | 3.0 | 23.6 | 0.2 | 1.2 | -7.4 | 2.4 | -1.6 | -6.4
COc1ccc(C(O)c2nc(-c3ccc(OC)nc3)cs2)cc1 (configuration not stated) | · | 8.8 | 0.0 | 2.4 | -8.4 | 0.5 | 1.3 | 0.6
Cc1noc(C)c1NC(=O)N(C)C[C@@H]1Oc2ccc(NC(=O)NC3CCCCC3)cc2CC(=O)N([C@@H](C)CO)C[C@H]1C | -2.9 | 12.3 | 0.3 | -0.1 | 5.6 | -3.1 | 0.2 | -9.3
Cc1noc(C)c1NC(=O)N(C)C[C@H]1Oc2ccc(NC(=O)CCC(F)(F)F)cc2C(=O)N([C@H](C)CO)C[C@H]1C | 27.4 | 8.8 | 0.2 | -4.5 | -13.6 | 0.8 | -2.3 | -2.6
O=C(O)c1cc(S(=O)(=O)NCCOc2ccccc2)ccc1Cl | · | -0.1 | 1.0 | 1.5 | -17.9 | -3.1 | -3.5 | -17.6
